Assay outcomes from PubChem.
TR-FRET SRC-2 ct = counter-screen for PPARgamma SRC-2 recruitment agonists: TR-FRET artefact; hits give high values; AID 1049; TR-FRET ratio at 8 µM; 0.4% of 200,000 active; in the data active means TR-FRET ratio above about 2000; further: inactives centre near 1500
PPARg SRC3 recr = agonists of human PPARgamma SRC-3 coactivator recruitment. biochemical PPARgamma/SRC-3 coactivator recruitment assay. 0.26% of 200,000 active. AID 731. activation, % at 8 µM; in the data active means activation above about 23%;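 further: 0% = DMSO and 100% = reference agonist; some compounds past the cut are filed as inactive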
PPARg SRC-2 ag = PPARgamma-driven SRC-2 recruitment agonism; P37231; PPARgamma LBD-SRC-2 recruitment, biochemical; activation, % at 8 µM; 0.34% of 200,000 active; AID 1032; in the data active means activation above about 22%;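 further: 0% = vehicle and 100% = reference agonist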
bIAP inh = blocks bovine intestinal alkaline phosphatase activity | purified bovine IAP, CDP-star luminescence, 30 min | inhibition, % at 20 µM | 190,000 tested, under 10 active;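 active means over 50% inhibition of intestinal alkaline phosphatase at 20 µM in the single-dose screen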
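Incubation: 30 min reaction at room temperature / Material: purified bovine intestinal alkaline phosphatase (IAP) enzyme / Input: enzyme at 1/65,000,000 dilution / Dosing: 20 µM single dose / Signal: CDP-star luminescence signal / Reagent: CDP-star chemiluminescent phosphatase substrate, 30 µM final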
ROMK mod = modulates human ROMK potassium channel activity; B-score at 10 µM; 2% of 130,000 active; Tet-inducible ROMK, thallium flux fluorescence; actives lie on both sides; P48048;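 active means signal ratio slope over the read window, or its plate-corrected B-score, at least 3 SD from the plate mean, either direction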;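 further: B-score of the F/F0 ratio slope over 7 to 12 s after thallium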
Target sequence (P48048 whole entry, looked up): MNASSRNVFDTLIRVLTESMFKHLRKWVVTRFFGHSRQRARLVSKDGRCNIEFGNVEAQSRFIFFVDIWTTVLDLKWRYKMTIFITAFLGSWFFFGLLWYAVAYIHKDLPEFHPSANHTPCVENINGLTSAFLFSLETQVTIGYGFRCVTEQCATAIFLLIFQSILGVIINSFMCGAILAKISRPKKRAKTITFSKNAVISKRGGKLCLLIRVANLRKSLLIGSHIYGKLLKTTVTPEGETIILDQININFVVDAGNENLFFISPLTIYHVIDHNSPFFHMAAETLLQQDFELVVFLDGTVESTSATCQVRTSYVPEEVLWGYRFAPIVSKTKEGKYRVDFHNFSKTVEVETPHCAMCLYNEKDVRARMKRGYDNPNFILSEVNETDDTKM
STAT3 act = increases IL-6 driven STAT3 reporter signal; U3A cells, IL-6 STAT3-luciferase reporter, luminescence; 100% = signal with IL-6 EC80 alone; activation (% of control), % at 5.6 µM; 0.91% of 190,000 active;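 active means activation above the screen-wide mean of compound activation plus 3 SD, cut at about 130% in these data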;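 further: 0% = background luminescence of wells with medium and substrate only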
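Test system: Human STAT1-deficient U3A cells with stable STAT3-luciferase reporter | Also added: Interleukin-6, 33 ng/mL | Timing: Compound pre-incubation 1 h before IL-6, then 6 h stimulation at 37 °C | Technique: Luciferase reporter luminescence | Read-out: Percent of IL-6-only median luminescence | Benchmarks: IL-6-only wells as 100% reference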
PPARg SRC1 recr = promotes SRC-1 coactivator recruitment by human PPARgamma. AID 631. activation, % at 8 µM. 0.41% of 200,000 active. P37231. PPARgamma-SRC-1 coactivator recruitment biochemical assay; in the data active means activation above about 19%;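 further: 0% = DMSO and 100% = reference agonist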
bIAP activator = increases bovine intestinal alkaline phosphatase activity. activation factor at 20 µM. purified bovine IAP, CDP-star luminescence, 30 min; hits give high values; fold of DMSO-control signal, blank-subtracted. 0.17% of 200,000 active;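 active means activation factor of 2 or more at 20 µM, a signal rise over negative controls twice the positive control's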
TNAP act hiacc = activators of human TNAP at high phosphate acceptor concentration; purified TNAP, CDP-star luminescence, 1 M DEA, 30 min; hits give high values; 0 = EDTA background, 1 = DMSO-only activity; activation factor at 20 µM; 200,000 tested, under 10 active; AID 1136;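 active means activation factor at least 2 at 20 µM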
Target sequence (P05186 whole entry, looked up): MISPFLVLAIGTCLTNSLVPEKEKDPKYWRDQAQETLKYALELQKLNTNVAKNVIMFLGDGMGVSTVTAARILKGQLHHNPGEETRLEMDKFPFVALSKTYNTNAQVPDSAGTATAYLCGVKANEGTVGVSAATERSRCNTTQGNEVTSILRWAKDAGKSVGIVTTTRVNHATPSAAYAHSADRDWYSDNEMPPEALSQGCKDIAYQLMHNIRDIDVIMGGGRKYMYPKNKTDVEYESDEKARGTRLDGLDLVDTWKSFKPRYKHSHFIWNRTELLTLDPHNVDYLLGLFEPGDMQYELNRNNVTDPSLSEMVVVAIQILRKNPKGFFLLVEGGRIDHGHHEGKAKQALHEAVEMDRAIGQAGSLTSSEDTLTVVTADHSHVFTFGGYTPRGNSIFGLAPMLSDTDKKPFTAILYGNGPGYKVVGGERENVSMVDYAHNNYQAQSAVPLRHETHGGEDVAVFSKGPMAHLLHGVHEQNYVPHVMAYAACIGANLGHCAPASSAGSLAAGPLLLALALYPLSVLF
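system = human TNAP | amount = enzyme diluted 1/800 final | reagent = 100 µM CDP-star substrate | signal = luminescent substrate turnover signal | dosing = one dose, 20 µM | benchmarks = EDTA negative control, DMSO positive control | measure = activation factor | timing = 30 min reaction, room temperature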
STAT1 inh = inhibitors of IFN-gamma induced STAT1 signaling | NIH 3T3 STAT1-luciferase reporter, luminescence | inhibition, % at 5.5 µM | 0.35% of 200,000 active | AID 920;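 active means inhibition above a set limit, the mean inhibition across all tested compounds plus 3 SD, cut at about 34% in these data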;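 further: 0% = IFN-gamma with DMSO and 100% = IFN-gamma with 300 µM nifuroxazide; values of inactives mirror those of a sister screen read the other way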
STAT3 blocker = reduces IL-6 driven STAT3 reporter signal | AID 862 | inhibition, % at 5.5 µM | U3A cells, IL-6 STAT3-luciferase reporter, luminescence; host cell line lacks STAT1 | 0.89% of 190,000 active;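 active means inhibition above the mean inhibition across all screened compounds plus 3 SD, cut at about 44% in these data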;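 further: 0% = DMSO only wells and 100% = 100 µM nifuroxazide control wells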
* marks the source's active call; other numbers are inactive results; nt = no result given.

SMILES	TR-FRET SRC-2 ct	PPARg SRC3 recr	PPARg SRC-2 ag	bIAP inh	ROMK mod	STAT3 act	PPARg SRC1 recr	bIAP activator	TNAP act hiacc	STAT1 inh	STAT3 blocker
Nc1ccn(-c2ncc(C(F)(F)F)cc2Cl)c(=O)n1	1379	1	4	4	-1.3	108	2	1	1	0	-4
COc1cc(C(=O)Nc2nnc(C(F)(F)F)s2)c([N+](=O)[O-])cc1OC	1540	0	0	7	-0.28	106	2	0.9	1	1	0
CCOC(=O)N1CCN(CC(=O)Nc2ccc(OC)cc2)CC1	1542	-10	-4	11	0.65	102	-1	0.9	1	-4	-3
O=C(/C=C/c1ccccc1Cl)N(Cc1ccccc1)C1CCS(=O)(=O)C1 (centres undefined)	1662	-3	4	10	nt	96	6	0.9	1	-6	7
CCCn1cc(CN2CCC(Cc3ccccc3)(C(=O)OCC)CC2)c(C)n1	1516	-3	5	-16	0.53	100	13	1.2	1	-2	4
CCOC(=O)N1CCN(S(=O)(=O)c2ccc(OCC(=O)OC)c(C)c2)CC1	1640	9	8	9	nt	95	4	0.9	1.1	8	11
Cc1cccc(C(=O)N[C@H](C(=O)OCc2cc(=O)n3c(n2)sc2ccccc23)C(C)C)c1	1501	0	-2	17	-0.16	96	-2	0.8	1	4	7
COc1cc(CCC(=O)Nc2cccc(C(F)(F)F)c2)cc(OC)c1OC	1557	2	12	-13	nt	102	8	1.1	1	-8	3
O=C(O)CCC(NS(=O)(=O)c1ccc(-c2ccccc2)cc1)C(=O)O (centres undefined)	1478	-2	-2	-5	-0.0078	100	0	1.1	0.9	1	2
CCOC(=O)N1CCC2(CC1)C(C#N)=C(N)Oc1c2c(C)nn1-c1cccc(Cl)c1	1536	-4	6	9	nt	91	2	0.9	1	6	14
C/C(=N/NC(=O)CNC(=O)c1ccccn1)c1ccccc1	1585	3	6	24	1.4	100	2	0.8	1	6	0
COc1ccc(NC(=O)CSc2nc(C)cc(C)n2)cc1	1489	0	-4	10	0.34	93	-3	0.9	1	5	8
O=C(c1ccco1)N1CCN(c2ncnc3scc(-c4ccc(F)cc4)c23)CC1	1628	10	4	22	nt	101	-1	0.8	1.1	3	0
Cc1ccc(CN(Cc2ccccc2)C(=S)NCC(=O)NCc2cccnc2)o1	1434	-1	1	-30	-0.022	92	5	1.3	1	7	11
Cc1c(Cl)c(C(=O)NNC(=S)NCc2ccco2)nn1C	1584	-6	10	23	0.04	85	-5	0.8	1	-7	21
OCCN1CCN(C(c2cccs2)c2ccc3cccnc3c2O)CC1 (centres undefined)	1553	-7	-3	3	nt	103	-10	1	1.1	8	6
CCN(CC)CCCNC(=O)c1cn(C)c2ccc(S(=O)(=O)N(C)C)cc2c1=O	1448	3	-6	-6	nt	89	3	1.1	1	7	14
CCOc1ccc(Oc2c(/C=N/NC(C)=O)c(C)nn2-c2ccccc2)cc1	1371	-2	-3	6	0.13	101	-4	0.9	0.9	2	1
O=c1c(-c2ccco2)[n+]([O-])c2ccccc2n1OCc1ccccc1F	1583	4	2	13	0.57	82	4	0.9	1	-4	22
CCOC(=O)CSC(CC)C(=O)Nc1nnc(CC)s1 (centres undefined)	1687	1	6	14	nt	95	2	0.9	1	-2	11
c1ccc(-c2cn3c(n2)CCc2ccc4cccnc4c2-3)cc1	1561	5	10	-6	nt	157*	9	1.1	1	10	-66
Cc1ccc(-n2ncc3c(NCc4ccco4)ncnc32)c(C)c1	1500	5	1	11	nt	100	2	0.9	1	-10	-1
O=C(/C=C/c1ccc([N+](=O)[O-])cc1)NCc1cccnc1	1486	12	1	4	0.8	108	-7	1	0.9	2	-2
NC(=O)c1ccc(NC(=O)COC(=O)/C=C/c2cccs2)cc1	1836	2	-3	-8	-0.43	95	3	1.1	1.1	1	11
CCN(CC(=O)Nc1ccc2c(c1)OCCO2)c1nc(-c2cccnc2)nc2ccccc12	1588	2	-4	-5	-0.59	97	-2	1.1	1	10	9
C=CCN1CC(O)=C(c2ccccc2)C1=N	1355	-10	-9	-2	1.1	99	2	1	1.1	-2	6
Cc1noc(COc2ccc(OCc3nc(C)no3)cc2)n1	1590	6	9	0	-0.43	99	-1	1	1	-3	4
O=C(O)c1cc(-c2cccs2)nc2cc3c(cc12)OCCO3	1535	3	3	12	nt	93	2	0.9	1	-2	9
CCCOc1ccc(S(=O)(=O)n2cc(Br)c(=O)[nH]c2=O)cc1	1603	3	1	2	nt	93	5	1	1.1	8	18
O=C(O)CC1(CC(=O)Nc2ccccc2C(=O)c2ccccc2)CCCC1	1633	1	0	-11	0.25	93	8	1.1	1	1	19
Cc1cc(C)nc(NS(=O)(=O)c2ccc(NC(=S)NC(=O)CC(C)C)cc2)n1	1710	2	11	8	1.6	102	3	0.9	1	-2	1
COc1cc(NC(=O)c2ccco2)c(C(=O)O)cc1OC	1446	11	0	-3	nt	104	6	1	1	-5	-1
CCCCn1c(SCC(=O)Nc2cccc(OC)c2)nc2ccc(N3CCOCC3)cc2c1=O	1470	0	14	-10	nt	107	6	1.1	1	3	-2
Cc1cc(-c2nnco2)c(C)n1-c1ccccc1	1584	5	-3	3	nt	106	-3	1	1	-13	-4
O=C(NCc1ccncc1)C(=O)N/N=C/c1cccnc1	1665	7	12	-4	0.2	102	9	1	1.1	1	0
CCC(=O)Nc1ccc(-c2nc(-c3ccccc3)n(CC(=O)N3CCCCC3)n2)cc1	1597	0	-1	16	nt	104	-1	0.8	1	-9	-1
O=C(CCCSc1nc(-c2ccco2)cc(C(F)(F)F)n1)NCc1cccs1	1513	2	10	7	nt	96	3	0.9	1	6	10
Cn1nc(C(F)(F)F)c(C(=O)Nc2ccc(C(F)(F)F)cc2)c1Cl	1625	8	5	1	nt	84	7	1	1	3	25
CCC(CC)C(=O)Nc1nnc(SCC(=O)N2CCN(c3ccccc3OC)CC2)s1	1524	7	1	2	nt	111	3	1	1	6	-9
CCNc1nc(Oc2ccc(=O)n(C)n2)nc(N2CCOCC2)n1	1675	6	7	-2	-0.21	95	2	1	1	1	9
CCOc1ccccc1Nc1nc(-c2sc(NC(=O)c3ccc([N+](=O)[O-])cc3)nc2C)cs1	1647	0	1	10	nt	86	-1	0.9	0.9	-13	20
COc1ccccc1NC(=O)Nc1ccc(Br)cn1	1567	-2	8	10	nt	110	-2	0.9	1.1	10	-4
O=C(c1ccccc1)c1cnc(-c2ccccc2)s1	1752	3	1	0	0.0018	59	5	1	1	-33	52*
Cc1cc2cc(CNC(=O)c3ccc4c(c3)OCO4)ccc2n1C	1753	10	3	16	1.9	104	3	0.8	1	7	0
CC(C)Cn1c(N)c(C(=O)COC(=O)C2CC(=O)N(Cc3ccccc3Cl)C2)c(=O)n(C)c1=O (centres undefined)	1629	-1	5	-1	-0.18	100	5	1	1	21	11
CCc1nc(N)c(C#N)c(-c2ccc(F)cc2)c1C	1601	4	8	7	0.34	106	0	0.9	1	3	-3
Cn1cc(-c2nc3ccccc3[nH]2)c2ccccc21	1780	1	14	22	-0.011	92	10	0.8	1	-11	13
CCn1c(CNc2ccc(F)cc2)nnc1SCC(=O)Nc1ccc(OC)cc1OC	1522	9	-1	-10	0.058	104	4	1.1	1	3	0
Cc1csc(NC(=O)CSc2ccc(-c3ccc(F)cc3)nn2)n1	1573	4	7	-4	-0.9	116	2	1	1.1	-14	-10
Cn1nc(C(F)(F)F)c(C(=O)Nc2ccc(F)cc2F)c1Oc1cccc(Cl)c1	1491	1	-4	5	nt	95	2	0.9	1	5	12
CSc1nc(N(C)NC(=O)c2ccc(F)cc2)c2ccccc2n1	1712	7	13	10	nt	96	0	0.9	1	-6	11
CC(C)Cc1n[nH]c(=O)[nH]1	1642	-6	2	9	nt	100	4	0.9	1	0	4
O=C(Nc1ccc(Cl)cc1C(F)(F)F)c1ccccc1Cl	1633	2	-2	20	nt	97	10	0.8	1	-8	8
O=c1cc(-c2ccccc2)nc2nc(-c3ccccc3)[nH]n12	1431	-1	4	16	2.2	159*	-1	0.8	1	-61	-67
CC(C)CN(CC(C)C)C1=N/C(=C\c2ccco2)C(=O)N1c1ccccc1	1515	9	3	0	-0.45	113	0	1	1	-1	-11
O=C(CNC(=O)C1CCCCC1)NC1=NCCS1	1693	-6	2	19	nt	99	4	0.8	1	-6	11
COc1ccccc1Cn1c(=O)c2ccccc2n2c(SCc3csc(C)n3)nnc12	1535	-1	2	-5	nt	90	-2	1.1	1.1	-6	17
Cc1ccc(CSCCNC(=O)CN2C(=O)c3ccccc3S2(=O)=O)cc1	1533	1	-4	-9	nt	101	-5	1.1	1	2	3
Cc1cc(CNC(=O)COc2ccc(C)c(C)c2)c2ccccc2n1	1588	4	-7	7	-0.13	99	5	0.9	1	9	4
Cc1ncsc1CCOC(=O)c1cccc([N+](=O)[O-])c1	1550	4	-8	14	0.094	91	-7	0.9	1	13	9

An excerpt from above in order of SMILES length, low to high:
SMILES	TR-FRET SRC-2 ct	PPARg SRC3 recr	PPARg SRC-2 ag	bIAP inh	ROMK mod	STAT3 act	PPARg SRC1 recr	bIAP activator	TNAP act hiacc	STAT1 inh	STAT3 blocker
O=C(NCc1ccncc1)C(=O)N/N=C/c1cccnc1	1665	7	12	-4	0.2	102	9	1	1.1	1	0
Cc1ncsc1CCOC(=O)c1cccc([N+](=O)[O-])c1	1550	4	-8	14	0.094	91	-7	0.9	1	13	9
CC(C)CN(CC(C)C)C1=N/C(=C\c2ccco2)C(=O)N1c1ccccc1	1515	9	3	0	-0.45	113	0	1	1	-1	-11

Carrying on:
SMILES	TR-FRET SRC-2 ct	PPARg SRC3 recr	PPARg SRC-2 ag	bIAP inh	ROMK mod	STAT3 act	PPARg SRC1 recr	bIAP activator	TNAP act hiacc	STAT1 inh	STAT3 blocker
Cc1cccc(OCC(=O)Nc2ccc(N3CCN(S(C)(=O)=O)CC3)cc2)c1C	1343	6	1	5	0.53	101	6	1	1	-2	3
CSc1ccc(C#N)cc1NC(=O)c1cccc(Cl)c1	1498	13	8	-4	nt	120	10	1	1.1	-6	-12
O=C1c2ccccc2NC(c2ccccn2)N1c1ccccc1F (centres undefined)	1461	5	5	9	nt	103	2	0.9	1	1	-1
O=C(CSc1nnc(CCCO)n1-c1ccccc1)Nc1nccs1	1549	-3	7	2	nt	100	5	1	1.1	0	7
O=C(CN(CC1CCCO1)S(=O)(=O)c1ccc(S(=O)(=O)NCC2CCCO2)cc1)Nc1ccccc1 (centres undefined)	1544	-3	9	-2	-0.9	106	3	1	1	2	-1
O=C(/C=C/c1cccc(Cl)c1)NCCN1CCOCC1	1806	0	15	11	0.71	93	4	0.9	1	17	6
O=C(OCc1nc2ccccc2[nH]1)C1CCCCC1	1394	-5	-12	20	nt	107	2	0.8	1	0	-6
